TNAP activators: stimulation of alkaline phosphatase TNAP activity – biochemical, luminescent, no phosphate acceptor, uHTS, primary screen (AID 1001). purified TNAP, luminescent activation assay, no phosphate acceptor; higher activation fold means a stronger effect. activation fold at 20 µM, or EC50 in µM where a hit was titrated. hit rate 0.03% among 200,000; in the data active = activation fold from about 3, or a potency from the dose series; inactive = the rest, 99 in 100 with activation fold below about 1.6; note: many of its hits are not listed in these tables
human PMI inhibitors: human PMI inhibitors, high substrate, primary screen, biochemical, fluorescence intensity, high mannose 6-phosphate (AID 1220); recombinant PMI enzyme, coupled fluorescence intensity; higher % means a stronger effect; inhibition, % at 20 µM, or IC50 in µM where a hit was titrated; hit rate 0.66% among 190,000
Myeloid diff 2: promotes myeloid progenitor differentiation. ER-HoxA9 myeloid progenitors, lysozyme-GFP differentiation, flow cytometry. hit rate 1% among 360,000. calls only at 10 µM. AID 624256;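 active = normalized GFP-positive differentiation at or above the plate's own cutoff, the solvent-only control mean plus 3 SD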;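 note: cells exposed to compound for four days before flow analysis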
Hep lipid drop: modulators of hepatic lipid droplet formation; hit rate 0.4% among 240,000; AML12 mouse hepatocytes, oleate lipid droplets, BODIPY imaging; inhibition, % at 6.5 µM;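 active = lipid droplet intensity inhibited by at least 50%, with more than 500 cells counted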
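Material – AML12 mouse liver cells · Also added – oleate loading, 100 µM · Compound dosing – 6.5 µM single-point dosing · Times – overnight treatment with compound plus oleate · Measured by – fluorescence imaging, 20x objective, two fields per well · Read-out – percent inhibition of filter-corrected integrated lipid droplet intensity per well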
WT yeast gro inh: growth inhibition of WT yeast, mitochondrial fusion screen; mitochondrial fusion phenotypic screen, WT strain; inhibition, % at 10 µM; hit rate 2.1% among 190,000; in the data active = inhibition above about 58%; tested in S. cerevisiae
human PMI inhibition: MPI enzyme activity inhibition – biochemical, fluorescence intensity, coupled assay, primary screen (AID 1209) | purified PMI enzyme, coupled fluorescence intensity; higher % means a stronger effect | inhibition, % at 20 µM, or IC50 in µM where a hit was titrated | hit rate 0.42% among 190,000;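 note: plate controls were DMSO vehicle for no effect and wells lacking substrate for full effect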
P. falciparum M1AAP: P. falciparum M1AAP inhibitors, biochemical, fluorogenic H-Leu-NHMec substrate, 1536-well (AID 1445) | recombinant M1AAP, H-Leu-NHMec fluorogenic kinetic assay; higher % means a stronger effect | inhibition, % at 30 µM; hits with a dose series show IC50 in µM | hit rate 0.42% among 220,000;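 active = primary inhibition above the hit cutoff, then over 50% inhibition at one or more dose response concentrations, cut at about 23% in these data, passing the limit was not always enough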;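 note: plate controls were DMSO full reaction for no effect and no enzyme background for full effect; strong numbers were not always called active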
CSM14.1 death rescue: rescue of cells from ER stress-induced death, primary screen, 384-well, CSM14.1, thapsigargin, ATP luminescence (AID 1222); cellular ATP content (survival), % at 20 µM; hits with a dose series show EC50 in µM; CSM14.1 thapsigargin-induced death rescue, ATP luminescence; higher % means a stronger effect; 190,000 tested, under 10 active;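 active = EC50 below 50 µM in the dose-response confirmation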;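 note: death triggered by thapsigargin at about 15 µM added after 2 h compound pretreatment; cell ATP read after overnight thapsigargin exposure of roughly 18 to 22 hours; normalized against plate controls of thapsigargin alone and 5% DMSO vehicle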
UTI89 phage lysis: protection from phage-mediated lysis, alamar blue read-out – E. coli UTI89, K1F phage, bacterial capsule biogenesis inhibitors (AID 488966) | one-dose inhibition, % at 100 µM; IC50 in µM for titrated hits | E. coli UTI89 K1F phage lysis, alamar blue, 2 h; higher % means a stronger effect | hit rate 0.02% among 340,000;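 active = phage lysis inhibition, versus mean bacterial control, above a set limit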;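 note: capsule biogenesis inhibitors block K1F phage lysis so surviving cells raise fluorescence; higher fluorescence means more inhibition of phage lysis; actives were called in the ten point dose series up to 300 µM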
WT yeast gro inh mutant strain: also measured in WT yeast gro inh; calls as there; inhibition, %; mitochondrial fusion phenotypic screen, mutant strain inhibition
Hep lipid drop cells 6.5 µM: further read-out of Hep lipid drop, marked with its call; cell count; measured here: cell count, cytotoxicity flag;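 cells counted across two imaged fields per well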
Myeloid diff 2 GFP+ MAC1+ %: further read-out of Myeloid diff 2, marked with its call; GFP+ MAC1+ double positive, %; measured here: differentiation confirmed by MAC1 staining
* = called active by the depositor; i = inactive; . = no result given; [ ] = remark or other dose. Cut-off read from the data, not from the text of the source, unless noted: active = inhibition above about 50%; inactive = the rest.

SMILES	TNAP activators	human PMI inhibitors	Myeloid diff 2	Myeloid diff 2 GFP+ MAC1+ %	Hep lipid drop	Hep lipid drop cells 6.5 µM	WT yeast gro inh	WT yeast gro inh mutant strain	human PMI inhibition	P. falciparum M1AAP	CSM14.1 death rescue	UTI89 phage lysis
Cc1ccc2cc(CN(CCN3CCOCC3)Cc3nnnn3Cc3ccco3)c(=O)[nH]c2c1C	1.1	16.1%	.	.	.	.	-12.0	-8.0	-6.4%	3.1%	-0.9%	-1.5%
C1CC1Cc1noc(CN2CCN(C3C4CC5CC(C4)CC3C5)CC2)n1 (stereo unspecified)	1.1	-0.8%	i	0.6	22.7	724	3.9	-7.9	5.6%	-14.3%	0.4%	0.0%
CC1(c2ccccc2)NC(=O)N(CC(=O)NCCC2=CCCCC2)C1=O (stereo unspecified)	1.1	0.3%	i	0.5	.	.	-7.0	-3.7	0.8%	3.1%	0.9%	6.4%
COC(=O)C(C)Sc1ccc2nnc(-c3cccc(F)c3)n2n1 (stereo unspecified)	1.1	-30.2%	i	2.2	4.4	669	0.3	3.9	-25.9%	13.4%	2.2%	1.9%
CCCC(=O)NCCc1cc2c(C)ccc(C)c2[nH]c1=O	1.1	11.8%	i	1.7	3.9	645	8.6	-9.3	9.6%	-0.2%	.	0.3%
C#CCOc1ccc(/C=N/NC(=O)c2cccnc2)cc1OCC	1.1	-10.1%	i	0.8	29.8	710	12.1	9.9	-11.2%	6.1%	.	0.2%
Cc1ccc(C)c(NC2=C(Cl)C(=O)OC2OC(=O)c2ccco2)c1 (stereo unspecified)	1.1	12.4%	i	2.1	-4.4	736	-13.3	-8.0	11.8%	-3.0%	0.5%	2.7%
CCCc1noc(-c2ccc(-c3ccccc3)cc2)n1	1.1	13.1%	i	0.7	.	.	5.1	44.6	12.6%	6.0%	-1.2%	0.8%
Cc1ncc([N+](=O)[O-])n1CC(=O)N/N=C/c1ccccc1F	1	-6.6%	i	0.3	4.2	685	15.2	-5.4	-3.2%	3.4%	2.3%	1.3%
Cc1cc(C)nc(N2CCC(C(=O)NCC3CCCCC3)CC2)n1	1.1	13.3%	i	9.8	-1.4	735	4.7	-14.4	9.6%	-2.0%	4.2%	1.9%
Cc1ccc(C)c(NC(=O)C2C(c3ccccc3)C2(Cl)Cl)c1 (stereo unspecified)	1	14.0%	i	7.7	.	.	9.5	-0.6	9.7%	3.0%	-1.8%	1.6%
Cc1nc(SCCC(=O)O)c2ccccc2n1	1.1	-5.9%	i	7.7	-2.1	725	-13.0	-22.6	-2.9%	-4.6%	.	0.4%
Cn1cccc1Cc1nnc(SCC(=O)N2CCCCCC2)n1CCc1ccccc1	1.2	2.1%	i	3.4	.	.	8.7	5.6	3.7%	16.5%	3.7%	1.0%
CN1CCN(C2=Cc3ccc(Cl)cc3Sc3ccc(F)cc32)CC1	1.1	12.5%	i	0.5	-5.7	666	50.9	63.6	8.5%	1.0%	-3.9%	-7.8%
C=CCOc1ccc(Br)cc1CNC(C)(C)CO	1.1	3.3%	i	0.1	5.0	645	4.0	9.5	4.5%	-0.1%	0.3%	-0.3%
Cc1ccc2c(c1)sc1nc(=O)n(-c3ccc(Cl)c(Cl)c3)c(=O)n12	1	-13.9%	i	2.0	.	.	19.2	1.9	-9.8%	-0.8%	-1.4%	-0.4%
COc1ccc(/C=C(/C(=O)Nc2ccccc2C(=O)NC(C)C)c2ccccc2)cc1	1.1	9.5%	i	0.6	.	.	24.4	14.6	18.1%	5.5%	-0.3%	0.2%
CC(=O)C1=C(C)NC2=C(C(=O)c3ccccc32)C1c1ccccc1 (stereo unspecified)	0.8	7.8%	i	0.3	3.3	711	12.5	14.6	2.0%	11.6%	7.8%	1.0%
CCCCCSc1nnc2c(n1)OC(c1cccn1C)N(C(C)=O)c1ccccc1-2 (stereo unspecified)	1	-1.1%	i	1.2	.	.	15.2	12.7	1.1%	6.1%	7.5%	0.2%
CCN(Cc1ccccc1)C(=O)CCCOc1ccccc1	1.1	-8.7%	i	5.7	.	.	8.1	3.9	-2.2%	3.1%	2.2%	0.4%
CCSc1nnc(NC(=O)[C@@H](NC(=O)c2cccc(C)c2)C(C)C)s1	1	-2.5%	i	0.2	-26.2	614	-13.5	-5.0	-0.5%	8.8%	1.7%	-0.3%
CCOC(=O)c1sc2nc(SC)nc(-c3ccccc3)c2c1N	1.1	4.6%	i	0.5	12.4	702	-7.8	-7.3	14.1%	6.1%	-0.5%	0.0%
CC1CN(CCCCOc2ccc3ccccc3c2)CC(C)O1 (stereo unspecified)	1.1	4.8%	i	0.4	5.2	659	20.3	25.0	7.8%	5.9%	-4.9%	4.1%
O=C(O)c1ccc(N=NN2CCOCC2)cc1	1.1	-2.4%	i	0.3	-8.1	719	7.7	7.9	9.5%	-1.1%	-1.9%	0.8%[50 µM]
CCN(CCCCN1C(=O)c2ccccc2C1=O)c1ccc2c(c1)C(=O)N(C)C2=O	1	-0.9%	i	3.5	.	.	23.2	38.0	-13.3%	6.2%	3.3%	4.9%
CCc1c(C)c(C#N)c2nc3ccccc3n2c1NCc1ccccn1	1.2	26.1%	i	0.7	1.2	693	-21.4	0.7	14.3%	1.6%	-1.1%	0.0%
COc1ccc(NC(=O)c2ccc(CN(c3cc(Cl)ccc3C)S(=O)(=O)c3ccccc3)cc2)cc1OC	1.4	14.9%	i	9.0	-16.4	637	-1.9	2.1	21.1%	7.6%	-0.7%	5.2%
O=C(NC(=S)Nc1ccc(S(=O)(=O)NC2CCCCC2)cc1)c1cccs1	0.7	13.8%	i	0.5	14.4	567	64.3*	3.1*	24.0%	6.9%	-0.8%	-0.4%[50 µM]
CC1(CC(=O)O)SC(=O)NC1=O (stereo unspecified)	1.1	-12.2%	i	1.0	.	.	-0.8	-15.2	-4.0%	7.2%	-1.0%	0.1%
COc1ccc(-n2cc(-c3ccccc3)nc2SC)cc1	1.1	2.1%	i	0.2	13.0	639	26.6	18.1	-13.3%	1.5%	-2.4%	0.1%

Profiles, quoted from the list. Order of screens: TNAP activators, human PMI inhibitors, Myeloid diff 2, Myeloid diff 2 GFP+ MAC1+ %, Hep lipid drop, Hep lipid drop cells 6.5 µM, WT yeast gro inh, WT yeast gro inh mutant strain, human PMI inhibition, P. falciparum M1AAP, CSM14.1 death rescue, UTI89 phage lysis
Profile of `Cc1cc(C)nc(N2CCC(C(=O)NCC3CCCCC3)CC2)n1` = 1.1, 13.3%, i, 9.8, -1.4, 735, 4.7, -14.4, 9.6%, -2.0%, 4.2%, 1.9%
Profile of `CC1(CC(=O)O)SC(=O)NC1=O` (stereo unspecified) = 1.1, -12.2%, i, 1.0, ., ., -0.8, -15.2, -4.0%, 7.2%, -1.0%, 0.1%
Profile of `COc1ccc(NC(=O)c2ccc(CN(c3cc(Cl)ccc3C)S(=O)(=O)c3ccccc3)cc2)cc1OC` = 1.4, 14.9%, i, 9.0, -16.4, 637, -1.9, 2.1, 21.1%, 7.6%, -0.7%, 5.2%
Profile of `Cn1cccc1Cc1nnc(SCC(=O)N2CCCCCC2)n1CCc1ccccc1` = 1.2, 2.1%, i, 3.4, ., ., 8.7, 5.6, 3.7%, 16.5%, 3.7%, 1.0%

(next part)
SMILES	TNAP activators	human PMI inhibitors	Myeloid diff 2	Myeloid diff 2 GFP+ MAC1+ %	Hep lipid drop	Hep lipid drop cells 6.5 µM	WT yeast gro inh	WT yeast gro inh mutant strain	human PMI inhibition	P. falciparum M1AAP	CSM14.1 death rescue	UTI89 phage lysis
COCCNC(=S)N/N=C(\C)c1ccc(C)c([N+](=O)[O-])c1	1	10.0%	i	0.6	-19.5	589	-5.8	16.2	19.6%	7.8%	-3.6%	3.7%
Cc1ccc2c(c1)-c1cc(C)nn1C(c1sccc1C)N2 (stereo unspecified)	1.1	-4.8%	i	1.7	.	.	-8.2	21.5	-13.9%	-3.2%	-0.4%	0.0%
COC(=O)C1=C(C)NC(=O)CC1c1cccc(Cl)c1Cl (stereo unspecified)	1	19.5%	i	2.2	9.4	628	10.6	-3.1	18.7%	6.0%	.	-0.3%
CN(Cc1ccccc1)S(=O)(=O)c1ccc(OCC(=O)N2CCOCC2)cc1	1	14.3%	i	1.1	.	.	1.4	5.3	11.4%	0.3%	2.8%	0.0%[50 µM]
N#Cc1cc2c(nc1Cl)CCCC2	1.1	0.9%	i	0.3	-4.7	566	-9.2	-24.9	1.3%	3.4%	-0.9%	2.7%
CN1CCN(C(=O)c2c(NC(=O)c3ccco3)sc3c2CCC(C(C)(C)C)C3)CC1 (stereo unspecified)	1.1	12.3%	i	0.6	.	.	-1.9	-5.8	12.2%	5.8%	-2.6%	0.5%
O=C(CS(=O)(=O)c1ccc(Cl)cc1)NCCS(=O)(=O)c1ccc(Cl)cc1	1	-1.8%	i	0.3	-2.5	682	-17.4	-2.2	59.5%*	10.9%	-0.6%	-0.2%
CC(C)=CC(=O)OCC(=O)NC1CCCc2ccccc21 (stereo unspecified)	1.1	-11.7%	i	0.4	-14.6	673	-4.2	6.1	-7.6%	0.6%	-0.2%	-0.4%
COc1ccccc1-c1ccc(SCc2ccc([N+](=O)[O-])cc2)nn1	1.1	-4.3%	i	0.3	-10.3	697	26.0	13.7	0.5%	-1.1%	.	-0.2%
COc1ccc2nc(CC(C)(C)CC(=O)O)c[n+]([O-])c2c1	1.2	6.4%	i	1.0	-0.2	696	-7.6	10.3	8.5%	1.2%	-2.0%	0.4%
COc1ccc(C)cc1NC(=O)Nc1cccc(C)c1	1	10.0%	i	0.5	-2.5	693	19.7	10.1	14.4%	1.9%	-0.7%	-0.1%
C/C(=N/NS(=O)(=O)c1ccccc1)c1ccc(Cl)cc1	1	-0.1%	i	0.5	1.0	706	24.8	13.9	-3.3%	-3.8%	-1.2%	-0.4%
CCCCCn1c(NCc2ccco2)nc2ccccc21	1.2	5.4%	i	1.9	.	.	11.3	15.2	6.6%	2.6%	-1.9%	-0.1%
COc1ccc(Cl)cc1NC(=O)CSc1nc(N2CCCCC2)nc(N2CCCCC2)n1	1.2	21.3%	i	1.0	1.1	540	6.5	12.2	19.2%	-5.3%	5.0%	0.1%
